From PubChem BioAssay
Growth percent in the NCI-60 one-dose screen (48 h, 10 µM unless noted): 100 = growth as untreated, 0 = no growth, -100 = all killed.
HL-60(TB) – HL-60(TB) leukemia cells; hit rate 9% among 78,000; AID 1794776; active means growth percent below 10
The depositor's hits bear a star; & = joins results of further samples; [ ] = remark or other dose.

SMILES | HL-60(TB)
CCOC(=O)C1=Cc2c(oc3ccc([N+](=O)[O-])cc3c2=O)C(C)(C)C1 | 99.0
Nc1ncnc2n[nH]nc12 | 83.5
C=CCOC(=O)[C@@H]1CCCN1C(=O)CN | 102.2
CCC1=C(C)C(=O)[C@H](C)[C@@H](C(C)[C@@H]2OC(CC)=C(C)C(=O)[C@@H]2C)O1 (stereo partly drawn) | 74.7
CCN(CC)CCSCCCNc1c2ccc(Cl)cc2nc2ccc(OC)cc12 | -35.4*
O=C(Nc1cccc(NC(=O)C(=O)O)c1)Oc1ccccc1 | 87.8
CN(C)C(=O)OCc1nc2c(N3CCOCC3)nc(-c3ccccc3)nc2n1C | -29.2*
CCCCCC(=O)OCCCCOC(=O)CCCCC | 103.0

Two of the compounds above, as labelled records.
C=CCOC(=O)[C@@H]1CCCN1C(=O)CN
  HL-60(TB) = 102.2

CCOC(=O)C1=Cc2c(oc3ccc([N+](=O)[O-])cc3c2=O)C(C)(C)C1
  HL-60(TB) = 99.0

Next part.
SMILES | HL-60(TB)
O=C1NC(=O)C(F)C(O)N1 (stereo not drawn) | 79.4
CCCCCC(=O)Oc1ccc(/C(CC)=C(/c2ccccc2)c2ccc(OCCN(CC)CC)cc2)cc1 | 95.2
C1CCC(N2OC23CCCCC3)CC1 (stereo not drawn) | 97.5
COc1ccc(S(=O)(=O)c2ccc(OC)cc2)cc1 | 86.6
CCOc1ccc2nc(NC(=O)Nc3ccccc3C)sc2c1 | 15.3
N[C@@H](CCC(=O)N[C@@H](CS)C(=O)NCC(=O)O)C(=O)O | 118.2
COc1cc(C(=C2O[C@@H]([C@H](O)CO)[C@H]3OC(C)(C)O[C@@H]23)c2cc(OC)c(OC)c(OC)c2)cc(OC)c1OC | 95.7
CC(=O)Nc1ccc(C(=O)CN2CCOCC2)cc1 | 88.5
NC(N)=NC(N)=NCCc1ccccc1 | 86.0&100.1
O=C(Nc1nc(-c2ccccc2Cl)cs1)c1cc(-c2ccc(Cl)cc2)nc2ccccc12 | 87.7
Oc1ccc(Br)cc1CN1CCN(Cc2cccc(F)c2)CC1 | 89.4
COc1cc(/C=N/NC(=O)COc2ccc(-c3nc4ccccc4s3)cc2OC)ccc1O | 91.5
CCN1CCN(C2=C(C#N)c3c(sc4c(F)cccc34)C(c3cccc([N+](=O)[O-])c3)N2)CC1 (stereo not drawn) | 116.5
Nc1ccc2nc(-c3ccc(-c4nc5ccc(N)cc5[nH]4)cc3)[nH]c2c1 | 102.1
Cc1ccc(N(CC(=O)Nc2ccc(S(=O)(=O)N3CCOCC3)cc2)S(=O)(=O)c2ccc(Cl)cc2)cc1 | 82.6
COc1cccc2c(=O)c3c(sc12)c(Cl)nc1ccccc13 | 102.5
CC1(C(Cl)(Cl)Cl)C=CC(=NO)C=C1 (stereo not drawn) | 91.2
COC(=O)c1cc(Br)cc(Br)c1N | 117.4
Cc1cnnn1-c1nonc1-n1cccc1 | 92.6
CCOC(Cc1c(N)[nH]c(=S)[nH]c1=O)OCC | 90.3
CCCN(CCC)OS(=O)c1ccc(COCOc2ccc(OS(=O)N(CCC)CCC)cc2)cc1 (stereo not drawn) | 95.8
O=C(/C=C/c1ccc([N+](=O)[O-])cc1)c1cccc(OCCCOc2cccc(C(=O)/C=C/c3ccc([N+](=O)[O-])cc3)c2)c1 | 98.4
CC1=NN(c2ccccc2)C(=O)CC1 | 103.2
COc1ccc(/C(CS(=O)(=O)c2ccccc2)=N\O)cc1 | 99.5

Taken from above:
Under HL-60(TB), `CCOC(Cc1c(N)[nH]c(=S)[nH]c1=O)OCC` reads 90.3
Under HL-60(TB), `CC1(C(Cl)(Cl)Cl)C=CC(=NO)C=C1` (stereo not drawn) reads 91.2
Under HL-60(TB), `COc1ccc(/C(CS(=O)(=O)c2ccccc2)=N\O)cc1` reads 99.5
Under HL-60(TB), `O=C(/C=C/c1ccc([N+](=O)[O-])cc1)c1cccc(OCCCOc2cccc(C(=O)/C=C/c3ccc([N+](=O)[O-])cc3)c2)c1` reads 98.4

Carrying on.
SMILES | HL-60(TB)
COc1nc2ccc(OC(C)C)cc2cc1-c1nc2c(cnn2-c2ccc(Br)cc2)c(=O)[nH]1 | 101.4
O/N=C1\c2ccccc2-c2cc(Br)ccc21 | 90.5
CC(C)C[C@@H](C=O)NC(=O)[C@H](Cc1ccccc1)NC(=O)c1cnccn1 | 120.8
Cn1ccc2cc(NC(=O)c3ccnnc3)ccc21 | 123.0
Clc1ccc(CN=Nc2ccccc2)cc1 | 27.9
O=C(C[n+]1ccc(/C=C/c2ccncc2)cc1)c1ccc(O)c(O)c1 | 63.4
COc1ccc(/C(C)=C(\c2ccc(Cl)cc2)c2ccc(OCCN3CCCCC3)cc2)cc1F | -14.0*
CCCCC(=O)OCCc1ccccc1 | 108.0

Next section; the last two above are carried over.
SMILES | HL-60(TB)
COc1ccc(/C(C)=C(\c2ccc(Cl)cc2)c2ccc(OCCN3CCCCC3)cc2)cc1F | -14.0*
CCCCC(=O)OCCc1ccccc1 | 108.0
CCCSc1nnc(-c2ccc(-c3ccc(Cl)cc3)nc2C)o1 | 89.3
N#Cc1ccc(S(=O)(=O)O)c2ccccc12 | 95.8
O=C(NNc1cn[nH]c(=O)c1Cl)/C(=C/c1ccc2c(c1)OCO2)NC(=O)c1ccccc1 | 95.0
Cc1cccc(C)c1N1C(c2ccccc2)=NNC12C=CC(=O)C=C2Cl (stereo not drawn) | 86.1
COc1cc2c(cc1OC)[C@H](c1ccc(O)cc1)[C@@H](C)C(C)=C2 | 90.7
S=P1(Oc2ccccc2)OCCO1 | 107.3
O=C(O)c1cn(C2CC2)c2cc(N3CCN(C(=O)C[n+]4cccc5ccccc54)CC3)c(F)cc2c1=O | 99.1
Cc1ccccc1C(=O)NNC(=O)c1n[nH]c(=O)c2ccccc12 | 93.4

An excerpt from above in order of count of non-hydrogen atoms, smallest number first.
SMILES | HL-60(TB)
N#Cc1ccc(S(=O)(=O)O)c2ccccc12 | 95.8
COc1cc2c(cc1OC)[C@H](c1ccc(O)cc1)[C@@H](C)C(C)=C2 | 90.7
Cc1cccc(C)c1N1C(c2ccccc2)=NNC12C=CC(=O)C=C2Cl (stereo not drawn) | 86.1

(continued)
SMILES | HL-60(TB)
C/C(=N\N1CN(C(C)C(=O)O)P(Nc2ncn[nH]2)N=C1N)c1cccs1 (stereo not drawn) | 68.0
N=C(N)n1ncc2c1CCCC2=O | 99.0
Nc1ccc2c(O)c(N=Nc3ccc(N=Nc4ccc(S(=O)(=O)O)cc4)cc3)c(S(=O)(=O)O)cc2c1 | 106.6
N#CNc1nc(O)cc(=O)[nH]1 | 94.0
CC1(C)CC[C@]2(C(N)=O)CC[C@]3(C)C(=CC[C@@H]4[C@@]5(C)C/C(=C/c6cccnc6)C(=O)C(C)(C)[C@@H]5CC[C@]43C)[C@@H]2C1 | -24.7*[100 µM]
CC1(C)CC[C@]2(C(=O)O)CC[C@]3(C)C(=CC[C@@H]4[C@@]5(C)Cc6c([nH]c7ccccc67)C(C)(C)[C@@H]5CC[C@]43C)[C@@H]2C1 | 16.2
Cc1nc([P+](c2ccccc2)(c2ccccc2)c2ccccc2)c(N2CCCCC2)o1 | -2.7*
COc1cc(-c2cncn2-c2ccc(-c3nc4cc(OC)c(OC)c(OC)c4s3)cc2)ccc1F | 63.1
C#Cc1cccc(NC(=O)C2CCCN(C(=O)CCl)C2)c1 (stereo not drawn) | 34.0[8.25 µM]
CC(=O)Nc1ncnc2c1ccn2-c1ccc(NC(=O)c2ccc(Cl)c(C(F)(F)F)c2)cc1 | 82.7
O=C(O)/C=C/C(=O)Nc1ccc(Cl)cc1 | 99.8
CCOC(=O)C(Cl)Cc1ccccc1 (stereo not drawn) | 93.3
Cc1ccccc1N1CCN(C(=S)c2cccs2)CC1 | 69.2
O=C(CCc1nnc(Cn2cnc3nc[nH]c3c2=O)o1)c1nc2ncccc2[nH]1 | 99.9
CCn1cnc2c(SC)ncnc21 | 92.3
ClCCN(CCCl)c1ccc(/C=C/c2ccccc2)cc1 | 81.7
CNC(=O)c1cccnc1 | 99.5
CCCCCCCCCC[n+]1cccc(C(N)=O)c1 | 88.7
COc1ccccc1N1CCN(c2ncnc3sc4c(c23)CCN(CC(=O)O)C4)CC1 | 101.0
CC1=CC(C)(C(Cl)(Cl)Cl)C(C)=C/C1=N/O (stereo not drawn) | 87.6
Cc1ccc(-c2cn(CC(=O)Nc3ccc4c(ccn4Cc4ccccc4)c3)nn2)cc1 | 106.4
O=C1/C(=C\c2ccccc2)CN(C(=O)c2ccccc2F)C/C1=C\c1ccccc1 | 10.1
CN(C)c1ccc(C=C(C#N)C#N)cc1 | 91.3
O=C1NC(=O)C(Cc2c[nH]c3ccccc23)N1 (stereo not drawn) | 102.8
CC(=O)OCC1OC(n2cnc3c(=S)nc[nH]c32)C(OC(C)=O)C1OC(C)=O (stereo not drawn) | 167.6&94.8
CC(C)CCCCCCCCCCCSCNc1ccc(S(=O)(=O)c2ccc(NCSCCCCCCCCCCCC(C)C)cc2)cc1 | 95.5
COc1ccc2c(c1)sc1nc(-c3ccccc3)c(-c3c(OC)cccc3OC)n12 | 66.0
CN1CCN(Cc2ccc(NC(=O)c3cccc(C#Cc4c(N)ncc5ccc(F)cc45)c3)cc2C(F)(F)F)CC1 | -53.7*
CC1=Nc2ccccc2N=C(C)C1 | 96.3
O=C1/C(=C\C=C\c2ccccc2)CCC/C1=C/C=C/c1ccccc1 | 91.3
C[C@H]1CNC[C@H]1NC(=O)c1cc2cc(Cl)c(F)c(F)c2[nH]1 | 94.1
CCOP(=O)(CNC(=O)/C(=C\c1ccc(C)cc1)NC(=O)c1ccccc1)OCC | 99.3
COc1ccc(Cl)cc1NC(=O)c1cc2c(n1C)-c1nc(NC(=O)C(C)(C)C)sc1CC2 | 82.7
O=C(COc1ccc(NC(=O)C2CCCCC2)cc1)NO | 101.7
O=C(NOCCO)c1cc(CN2OCCCC2=O)c(F)c(F)c1Nc1ccc(I)cc1F | 18.2
CCN(CC)CCNc1ccc(CO)c2oc3ccccc3c(=O)c12 | 105.4
O=P1(NC2CCCCC2)OCC2(CO1)COP(=O)(NC1CCCCC1)OC2 (stereo not drawn) | 107.9
O=C1c2cccc3cccc(c23)C(=O)N1N1C(=O)c2cccc3c(NC4CCCCC4)ccc(c23)C1=O | 99.3
CC12CCC(O)CC1CCC1C2CCC2(C)C(C(=O)CO)CCC12 (stereo not drawn) | 95.1
O=C(CCc1nnc2sc(/C=C\c3ccccc3)nn12)c1nc2ccccc2[nH]1 | 99.8
COc1ccc(/C(=C\c2cc(OC)c(OC)c(OC)c2)C(=O)Nc2nc3ccc(N)cc3s2)cc1OC | 113.0
Cc1cccc(Cc2ccc(Cl)cc2)c1O | 123.1
C[C@@H]1C[C@H]2C(=CC1=O)CC[C@@H]1[C@@H]2CC[C@]2(C)[C@@H](O)CC[C@@H]12 | 39.6
O=C(O)c1cc(/C=C/c2ccccc2)c2sc(=O)[nH]c2n1 | 76.8
O=c1[nH]c2nc[nH]c(=O)c2[nH]1 | 111.9
C#CC1(O)CCCC(C)C1 (stereo not drawn) | 90.9
N#CCc1[nH]nc(N)c1C#N | 86.4
COC(=O)c1ccccc1Cl | 97.3
COc1cccc2c1OC13Oc4c(cccc4OC)C=C1CCCCC3=C2 | 95.2
N#Cc1ncc(-c2ccc(F)nc2F)c(NC2CCCCCC2)n1 | 97.6
CN(CCN(C)Cc1occc(=O)c1O)Cc1occc(=O)c1O | 96.2
C=C(C)C#CC1(O)C=C(OC)C(OC)=CC1=O (stereo not drawn) | 84.0[100 µM]
COc1ccc(N=Nc2c(N)nn3c(-c4cccs4)ccnc23)cc1 | 114.3
CC1=C(C(=O)O)CCc2ccccc21 | 95.7
C=C1C(=O)O[C@H]2[C@H]1CC/C(COC(=O)NCc1cccc(OC)c1)=C\CC[C@@]1(C)O[C@@H]21 | -38.6*
CNCC(O)c1cccc(O)c1 (stereo not drawn) | 93.4

The listing continues.
SMILES | HL-60(TB)
N#CCCC(CCC#N)c1ccccc1 | 111.2
Cc1ccc(-n2cc(/C=N/NC(=O)c3ccncc3)c(-c3ccc(S(C)(=O)=O)cc3)n2)cc1 | 76.4
Nc1nc2ccccc2c(=O)[nH]1 | 106.7
CCOP(=O)(OCC)/C(=C\n1c(=S)[nH]c2cc(C)ccc21)C(=O)OC | 105.9
Cc1cc(=O)[nH]c(N=Nc2c(O)[nH]c3ccccc23)n1 | 79.8
Cc1nc2ccccc2n1C(=O)CN=C1CC(=O)NN1 | 94.8
CCCCCC(=O)OC/C=C/c1ccccc1 | 106.6
CCCn1c(=S)sc2c(NNC(C)=O)nc(C)nc21 | 58.1
COc1cccc(C2=NN(c3ccc(-c4ccccc4)nn3)C(c3cccc(C)c3)C2)c1 (stereo not drawn) | 103.8
NC(=O)c1cc[n+](CC2=C(C(=O)O)N3C(=O)C(NC(=O)C(c4ccccc4)S(=O)(=O)[O-])C3SC2)cc1 (stereo not drawn) | 93.3
O=C(CN1CCN(c2cc3c(cc2F)c(=O)c(C(=O)O)cn3C2CC2)CC1)Nc1nnc(-c2ccc(Cl)cc2)s1 | 84.6
O=C1Nc2ccccc2C12C(=O)Oc1ccccc12 (stereo not drawn) | 111.4
C=C(C)[C@@H]1CC[C@]2(C(=O)N3CCOCC3)CC[C@]3(C)[C@H](CC[C@@H]4[C@@]5(C)C/C(=C/c6ccncc6)C(=O)C(C)(C)[C@@H]5CC[C@]43C)[C@@H]12 | 26.2
CC(C=O)Cc1ccc(C2CCCCC2)cc1 (stereo not drawn) | 100.9
CC[C@]12C=CCN3CC[C@@]4(c5ccc(OC)cc5N(C)[C@H]4[C@@](O)(C(=O)OC)[C@@H]1OC(=O)CCCCOc1cc(O)c4c(=O)cc(-c5ccccc5)oc4c1)[C@@H]32 | 89.1
Cc1cc2c(c(C)c1Cl)C(=O)/C(=C/c1ccc(O)c(O)c1)O2 | 108.0
NC(=NCc1ccccc1)C(N=Nc1ccccc1)C(=O)NCc1ccccc1 (stereo not drawn) | 72.0
c1ccc2cc(Cn3c(-c4cccc5ccccc45)[n+](Cc4ccc5ccccc5c4)c4c5ccccc5c5ccccc5c43)ccc2c1 | -54.6*
Cn1cc(-c2nc(N)nnc2-c2cncc(Br)c2)c2cc(F)ccc21 | 76.6
CCOC(=O)c1cc(=O)[nH]c(Nc2nc3ccccc3s2)n1 | 121.4
COc1ccc([C@H]2[C@H](C(=O)Nc3cccc(C)n3)c3ccccc3C(=O)N2c2ccc(OC)cc2)cc1 | 72.8

This is a subset. The share of hits here may be higher or lower than overall.
